NOD2-RIPK2 inh: blocks binding of human NOD2 to RIPK2 | O43353 | CHO BLA complementation NOD2-RIPK2, CCF4 ratio | inhibition, % at 4.98 µM | 0.38% of 360,000 active | AID 624267; in the data active = inhibition above about 21%;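 note: 0% = vehicle only and 100% = reference blocker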
Target sequence (O43353 whole entry, looked up): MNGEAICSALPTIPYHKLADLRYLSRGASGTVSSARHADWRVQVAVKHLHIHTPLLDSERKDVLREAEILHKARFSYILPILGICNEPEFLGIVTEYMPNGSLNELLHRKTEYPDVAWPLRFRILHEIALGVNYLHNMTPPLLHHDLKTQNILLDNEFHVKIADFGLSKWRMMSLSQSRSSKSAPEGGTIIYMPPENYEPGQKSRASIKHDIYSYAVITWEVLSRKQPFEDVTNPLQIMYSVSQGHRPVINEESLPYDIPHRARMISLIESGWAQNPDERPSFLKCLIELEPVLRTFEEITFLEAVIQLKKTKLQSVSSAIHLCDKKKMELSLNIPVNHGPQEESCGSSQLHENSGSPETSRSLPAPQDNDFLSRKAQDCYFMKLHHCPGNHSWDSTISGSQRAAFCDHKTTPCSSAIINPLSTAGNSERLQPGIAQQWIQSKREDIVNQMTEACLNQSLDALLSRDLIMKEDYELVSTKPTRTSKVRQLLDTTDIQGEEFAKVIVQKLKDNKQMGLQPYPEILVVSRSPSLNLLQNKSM
Glyco luc inh: blocks N-linked glycosylation in D54 reporter cells; D54 ERlucT glycosylation luciferase reporter, 24 h; percent of 100 nM tunicamycin response; reporter increase, % at 12.5 µM; 0.23% of 360,000 active; AID 588692;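 active = mean luciferase reporter signal, scaled so untreated is 0 and the glycosylation-blocking control 100, at or above a set limit in every replicate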;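 note: luciferase carries N-glycosylation sites so blocking glycosylation raises the light; 0% = median of neutral control wells and 100% = median of 100 nM tunicamycin wells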
SRC2 inh: human SRC2 (NCOA2) inhibition; Q15596; HEK293 GAL4-SRC2 luciferase reporter, luminescence; inhibition, % at 9 µM; 0.17% of 370,000 active;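 active = inhibition above the mean inhibition of all tested compounds plus 3 SD, set per campaign, cut at about 52% in these data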;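 note: 0% = DMSO treated cells and 100% = cells given Gossypol at 36 µM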
MC4R ag barr: human MC4R agonism via beta-arrestin; P32245; U2OS MC4R beta-arrestin complementation, luminescence; percent of melanotan II response, DMSO zero; activation, % at 8.9 µM; 0.98% of 360,000 active; AID 540308;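 active = activation above a per-plate cutoff, the mean activation of sample wells on that plate plus 3 SD, cut at about 8% in these data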
ABHD5-PLIN5 inh: blocks binding of human ABHD5 to perilipin-5 | AID 602281 | 0.78% of 360,000 active | Split G. princeps luciferase complementation, luminescence, 4 h | inhibition, % at 4 µM;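 active = inhibition above the mean inhibition across every tested compound plus 3 SD, cut at about 22% in these data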;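 note: 0% = DMSO only wells and the 100% control is not disclosed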
MC4R antag cAMP: antagonists of human melanocortin 4 receptor (MC4R) | inhibition, % at 6.5 µM | 0.48% of 360,000 active | MC4R-expressing cells, MTII-stimulated cAMP, LANCE TR-FRET;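 active = inhibition above its plate's cutoff, the mean of tested wells on that plate plus 3 SD, cut at about 29% in these data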;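 note: 0% = Melanotan II alone and 100% = Melanotan II plus saturating MCL0020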
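system = U2OS cells with stable human MC4R expression | also added = Melanotan II challenge after compound preincubation | dosing = one concentration, 6.5 µM nominal | incubation = compound 30 min, challenge 1 h, detection 1 h | measured by = TR-FRET with Eu-cAMP and labeled anti-cAMP, 671 nm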
ABCB6 inh MLPCN: blocks the human ABCB6 transporter; Q9NP58; K562-ABCB6 porphyrin accumulation, flow cytometry, 1 h; active compounds read low; fluorescence ratio to DMSO, % at 10 µM; 0.19% of 360,000 active; AID 602162;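 active = fluorescence ratio to DMSO below 75%, the collection mean minus 3 SD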;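 note: signal is porphyrin accumulated inside mitochondria; 100% equals median channel fluorescence of DMSO control wells; lower ratio means ABCB6 inhibition with less porphyrin fluorescence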
m5-HT2A agonist: agonists of mouse serotonin 5-HT2A receptor (HTR2A); CHO-K1 mHTR2A beta-arrestin complementation, luminescence; percent of 30 µM serotonin response; activation, % at 7.6 µM; 0.66% of 360,000 active; AID 624169;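 active = activation above a run cutoff, the mean activation of all tested compounds plus 3 SD, cut at about 14% in these data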;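 note: 0% = plate median of compound wells and 100% = 30 µM serotonin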
Target sequence (P35363 whole entry, looked up): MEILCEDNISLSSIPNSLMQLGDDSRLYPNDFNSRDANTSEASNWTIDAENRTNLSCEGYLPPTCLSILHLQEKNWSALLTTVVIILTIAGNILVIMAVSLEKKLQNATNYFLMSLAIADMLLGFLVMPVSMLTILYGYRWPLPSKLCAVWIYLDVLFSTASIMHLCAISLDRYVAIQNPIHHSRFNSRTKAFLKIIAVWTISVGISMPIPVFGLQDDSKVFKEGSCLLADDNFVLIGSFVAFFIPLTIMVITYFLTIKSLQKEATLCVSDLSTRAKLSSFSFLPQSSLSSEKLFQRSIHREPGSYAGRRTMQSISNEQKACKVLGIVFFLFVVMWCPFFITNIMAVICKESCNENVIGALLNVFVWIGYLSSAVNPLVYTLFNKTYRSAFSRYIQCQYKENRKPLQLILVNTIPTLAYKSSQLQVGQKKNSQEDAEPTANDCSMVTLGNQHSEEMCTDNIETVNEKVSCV
Cardio protect: protects H9c2 cardiomyocytes from peroxide injury; H2O2 injury protection, ATPLite, 2 h; protection from H2O2 cell death, % at 20 µM; 0.63% of 360,000 active; AID 588492;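 active = compounds giving at least 50% protection of heart cells from peroxide-induced death in the single-dose screen, raw or plate-pattern-corrected value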;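 note: 0% = DMSO wells with peroxide and 100% = DMSO wells without peroxide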
TLR9-MyD88 block: inhibitors of human TLR9-MyD88 binding. CHO BLA complementation TLR9-MyD88, CCF4 FRET ratio. Q9NR96+Q99836. inhibition, % at 4.98 µM. AID 504734. 0.21% of 340,000 active;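 active = inhibition above the mean over all tested compounds plus 3 SD, cut at about 21% in these data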;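 note: 0% = DMSO only wells and 100% = clavulanate BLA inhibitor control wells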
Active calls of the source: *; nt = no result given. A portion of the library, so the mix of outcomes need not match the whole.

SMILES	NOD2-RIPK2 inh	Glyco luc inh	SRC2 inh	MC4R ag barr	ABHD5-PLIN5 inh	MC4R antag cAMP	ABCB6 inh MLPCN	m5-HT2A agonist	Cardio protect	TLR9-MyD88 block
CC(NS(=O)(=O)/C=C/c1ccccc1)C(=O)NCCc1ccc(S(N)(=O)=O)cc1 (configuration not stated)	6	0	-27	-0.4	0	1	95	-2	-4	-7
CC(C)N(Cc1ccccc1)C(=O)CC(=O)N(Cc1ccccc1)C(C)C	-4	-3	5	-0.6	-3	6	99	8	1	-1
COCCN1Cc2cccc(C(=O)Nc3cc(OC)ccc3OC)c2C1=O	-5	1	-1	1.1	0	3	97	1	12	-16
O=C(N/N=C/c1ccc(O)cc1)c1cccc(N/N=C/c2ccc(O)cc2)c1	-3	-5	-55	4.0	9	1	96	3	11	2
COc1cc(OC)c(C2C3=C(CCCC3=O)Nc3nc4ccccc4n32)cc1OC (configuration not stated)	-13	7	3	-0.5	-2	10	114	-6	5	5
COc1ccc(NS(=O)(=O)c2cccc(C(=O)NC3CCN(Cc4ccccc4)CC3)c2)cc1	-2	-6	27	-5.0	7	10	97	-19	-4	-12
O=C(COC(=O)c1nc(Cl)ccc1Cl)NC(=O)c1ccccc1	3	-1	-19	-3.4	7	0	100	-2	3	-10
O=c1c2ccccc2nc(/C=C/c2ccc(O)cc2)n1CCc1ccccc1	-2	-4	-5	15*	-2	16	99	2	9	-10
O=C(c1cn(-c2ccccc2)nc1-c1cc2ccccc2oc1=O)N1CCOCC1	-1	0	-24	-0.1	1	7	100	-3	0	1
O=c1[nH]c(/C=C\c2ccc(O)cc2)nc(O)c1[N+](=O)[O-]	-6	1	19	-0.6	12	-7	104	3	10	-9
CCOc1ccc2nc(SCC(=O)c3ccc(Cl)s3)sc2c1	-4	0	-19	-0.9	4	-5	101	8	-17	5
COc1ccc(C(=O)N2CCN(S(=O)(=O)c3ccc(Br)cc3)CC2)cc1	1	0	5	-1.2	-8	15	101	2	-6	-5
O=C(CSc1nc(-c2ccco2)cc(C(F)(F)F)n1)NCC1CCCO1 (configuration not stated)	5	-1	12	1.5	16	-2	93	0	4	9
CCN(c1cc(C)cc(C)c1)S(=O)(=O)c1nnc(NC(=O)c2ccco2)s1	7	0	4	-2.8	-1	4	103	-1	-1	-3
O=C(CN1CC(c2ccccc2)CC1=O)N/N=C/c1cc(Br)ccc1O (configuration not stated)	7	-6	29	0.5	0	5	93	-5	57*	8

Full records as entered above. Screens in order: NOD2-RIPK2 inh | Glyco luc inh | SRC2 inh | MC4R ag barr | ABHD5-PLIN5 inh | MC4R antag cAMP | ABCB6 inh MLPCN | m5-HT2A agonist | Cardio protect | TLR9-MyD88 block
`COc1ccc(C(=O)N2CCN(S(=O)(=O)c3ccc(Br)cc3)CC2)cc1` is entered as 1 | 0 | 5 | -1.2 | -8 | 15 | 101 | 2 | -6 | -5
`O=C(N/N=C/c1ccc(O)cc1)c1cccc(N/N=C/c2ccc(O)cc2)c1` is entered as -3 | -5 | -55 | 4.0 | 9 | 1 | 96 | 3 | 11 | 2
`O=C(CN1CC(c2ccccc2)CC1=O)N/N=C/c1cc(Br)ccc1O` (configuration not stated) is entered as 7 | -6 | 29 | 0.5 | 0 | 5 | 93 | -5 | 57* | 8
`COc1ccc(NS(=O)(=O)c2cccc(C(=O)NC3CCN(Cc4ccccc4)CC3)c2)cc1` is entered as -2 | -6 | 27 | -5.0 | 7 | 10 | 97 | -19 | -4 | -12

(list continues)
SMILES	NOD2-RIPK2 inh	Glyco luc inh	SRC2 inh	MC4R ag barr	ABHD5-PLIN5 inh	MC4R antag cAMP	ABCB6 inh MLPCN	m5-HT2A agonist	Cardio protect	TLR9-MyD88 block
CCC(C)(C)NC(=O)CN(C(=O)CCC(=O)Nc1nccs1)c1ccc2c(c1)OCO2	0	-1	1	0.5	-5	2	98	-3	4	1
Cc1c(N=C2N=C(NC(=O)c3ccc(F)cc3)c3ccccc32)c(=O)n(-c2ccccc2)n1C	-2	-2	-14	-0.3	-1	8	285	-3	-19	2
COc1ccc(-c2cc3ccc(OCC(C)=O)cc3oc2=O)cc1	1	-12	-32	-0.8	-6	12	99	-2	-4	-8
C=CCOc1c(OC)cc(/C=N/Nc2cccc(C(=O)O)c2)c(Br)c1Br	13	5	-22	-1.5	-1	-23	95	2	-2	14
Cc1cccc(C)c1NC(=O)CCS(=O)(=O)c1cccc2nsnc12	7	0	15	-1.2	7	11	100	-4	-3	-2
Cc1ccc(C(=O)Nc2ccc(N3CCN(S(C)(=O)=O)CC3)cc2)cc1	2	0	-9	1.7	-2	1	95	1	-1	-4
O=C(COC(=O)CNC(=O)c1ccc(Cl)c([N+](=O)[O-])c1)NC(=O)c1ccccc1	-20	-1	-9	-2.2	5	27	99	8	7	7
NC(=O)c1ccc(Nc2ccc([N+](=O)[O-])cc2[N+](=O)[O-])cc1	-2	-1	0	0.5	9	1	103	3	-1	-4
Cc1ccc(C(=O)NCC(=O)NCC(=O)OCC(=O)c2ccc([N+](=O)[O-])cc2)cc1	9	3	-6	-2.9	-15	5	90	-2	1	-11
CCCCCCN1Cc2ccccc2C1	-2	0	-28	0.4	-7	3	99	2	2	0
CCOc1ccccc1C(=O)N1CCC(n2nnc3cc(C(F)(F)F)ccc32)CC1	1	4	-2	-1.1	2	5	93	-6	4	-8
COc1ccc(CCN2CC(C(=O)Nc3ccc(S(C)(=O)=O)cc3)CC2=O)cc1OC (configuration not stated)	-14	0	-46	2.2	2	1	97	7	7	3
O=C(COC(=O)c1ccc(N2CCCC2=O)cc1)c1ccccc1	1	-2	-6	1.8	-6	-3	97	4	4	-2
O=C(Cn1ncc2c(=O)oc3ccccc3c21)N1CCc2ccccc2C1	-10	0	-3	2.4	9	5	98	-1	6	1
Cn1c(=O)c2cc(NC(=O)NCc3ccccc3)ccc2n1Cc1ccc(Cl)cc1	9	11	11	-2.5	4	-13	87	-5	-4	nt
Cc1cc(/C=C2/NC(=O)NC2=O)c(C)n1-c1ccncc1	1	1	-8	2.9	1	9	93	1	3	-2
c1ccc(N=C2SCCCS2)cc1	-5	-1	-11	-2.3	1	0	98	3	6	-11
O=C(COC(=O)c1ccccc1O)Nc1cccc(S(=O)(=O)NC2=NCCCCC2)c1	-3	0	11	-0.1	-3	9	92	-3	-9	-3
CC(=O)NC1Sc2ccccc2N=C1c1ccccc1 (configuration not stated)	9	-1	-56	-1.8	-13	5	107	-2	-20	-5
CC1(C)CC(=O)C(CC2=C(N)CC(C)(C)CC2=O)=C(N)C1	-6	3	-42	-2.9	-4	16	97	4	-2	9
O=C(NCCN1CCN(c2ccccc2)CC1)C1CCN(S(=O)(=O)c2cccs2)CC1	1	0	9	-2.1	3	1	90	0	-10	-2
Nc1ncnc2c1ncn2C1OC(C(=O)NC2CC2)C(O)C1O (configuration not stated)	-14	5	-15	0.5	9	-2	98	1	12	7
CCSc1nnc(NC(=O)Cc2cccc(OC)c2)s1	-4	4	27	-0.2	-13	5	94	0	-1	7
CCOc1ccccc1C1C(C(N)=O)=C(C)Nc2nc(-c3ccccc3Cl)nn21 (configuration not stated)	-5	1	-3	1.4	5	7	89	2	-5	-3
CNc1c(NS(=O)(=O)c2ccc(F)c(Cl)c2)c(=O)oc2ccccc12	4	1	-15	-1.0	6	-6	98	-5	15	-3
Cn1c(=S)c2[nH]c(SCc3cccnc3)nc2n(C)c1=O	1	1	14	-0.8	-20	-4	90	-4	12	-9
N#Cc1ccccc1S(=O)(=O)N1CCN(CC(O)c2ccccc2)CC1 (configuration not stated)	5	-1	3	-0.1	4	0	93	-5	2	3
Cc1ccc(Nc2nc(N3CCOCC3)nc(N3CCOCC3)n2)cc1C	-2	-9	3	2.7	12	5	99	3	-2	-11
COc1ccc(-c2cc(C(=O)N3CCN(c4ccccc4OC)CC3)no2)cc1OC	-2	-4	16	-0.1	7	14	98	-5	2	8
COc1ccc2oc(C(=O)N3CCN(S(=O)(=O)c4c(C)c(C)cc(C)c4C)CC3)c(C)c2c1	-19	-6	5	-0.6	2	2	99	-6	-9	-7
O=C(NCc1ccc(Cl)cc1)C1CCCN(c2cnccn2)C1 (configuration not stated)	-12	-1	9	0.8	4	1	98	1	-4	-7
O=C(CSc1nc2ccccc2[nH]1)Nc1ccccc1F	-6	0	-10	-0.4	-1	0	95	-8	0	-8
O=C(CCN1C(=O)c2ccccc2S1(=O)=O)Nc1cccc2ccccc12	3	1	5	-0.7	-4	8	99	2	7	8
COC(=O)c1cccc(F)c1C(=O)c1cccc2ccccc12	1	-1	-5	1.9	-3	9	102	-2	-5	0
Cc1ccc(-c2cc(C(=O)Nc3c(C)n(C)n(-c4ccccc4)c3=O)[nH]n2)c(O)c1	-12	-5	2	3.3	2	16	98	-2	5	-6
COc1ccc(CNCC(=O)Nc2cc(OC)cc(OC)c2)cc1	-5	0	18	-1.8	-1	4	92	-6	-4	-2
CN(C)c1cccc(C(=O)N2CCC(n3nccc3NC(=O)C3CCOC3)CC2)c1 (configuration not stated)	-3	-1	8	-2.1	-1	8	105	-1	2	-2
COc1ccc(Br)cc1CN(C)CC(=O)Nc1cccc(S(=O)(=O)N2CCCC2)c1	10	-2	-9	-2.4	-6	10	94	-9	-9	-12
Cc1ccc(-n2c(=S)[nH]c3c(oc4ccccc43)c2=O)cc1C	-7	-2	7	-3.5	-8	8	94	-1	2	12
COC(=O)[C@]12CCCCC=C1N(Cc1cccc3ccccc13)C(=O)[C@H](CC(=O)NCc1cccs1)C2	-5	nt	7	nt	-6	nt	96	0	nt	nt
Cc1c(Cl)cccc1NC(=S)NCCC(C)C	5	-2	-7	-1.1	-3	2	97	-1	-15	5
CS(=O)(=O)Oc1ccc(Br)c2cccnc12	1	-1	-17	-1.7	-5	4	92	0	-1	6
CCCCNC(=O)c1ccccc1NC(=O)C1=C(C)OCCS1	7	2	15	-1.0	6	4	96	2	-3	-3
COc1ccc2cnn(-c3ccccc3C)c(=O)c2c1OC	5	-6	8	0.8	1	6	99	5	20	-2
CCOc1ccc(N(CC(=O)NCCSCc2ccc(Cl)cc2)S(C)(=O)=O)cc1	1	-3	5	-1.2	-2	3	99	0	-5	6
C=CCn1c(C)nc2c(cnn2-c2ccccc2)c1=O	-2	3	14	-1.8	-3	6	100	2	-6	-11
COc1ccc(C(=O)C2CCCN(Cc3cccn3-c3ccccn3)C2)c(OC)c1 (configuration not stated)	-2	0	23	0.5	2	-2	95	-8	-12	-10
Cn1nc(C(=O)NCc2ccccc2)cc1C(=O)NCc1ccccc1	0	-4	2	-1.7	0	13	101	-1	-4	1
Cc1nc2cc(NC(=O)N3CCC(c4ccccc4)C3)ccc2n1C (configuration not stated)	-9	2	-45	-2.3	-6	-5	96	-3	-4	-4
COCCn1c(SCc2cccnc2)nnc1-c1c[nH]c2ccccc12	-5	1	-13	-0.6	5	4	91	-1	2	0
O=C(CN1CCN(c2ccccn2)CC1)NC1CCCCC1	-3	-2	-11	-2.1	0	4	97	1	4	-2
CCN(Cc1ccccc1)C(=O)Cn1cc2c(n1)CCCC2	-6	1	5	-0.7	1	2	100	-5	10	-2
CC(C)(C)OC(=O)NCc1ccc(CNC(=O)c2ncn(Cc3ccccc3)c2C(=O)NCc2ccc(CNC(=O)OC(C)(C)C)cc2)cc1	12	-3	-7	-0.8	-5	6	104	3	6	0
